Screens (PubChem BioAssay)
CHT PAM: CHT positive allosteric modulators, primary screen, cell-based, membrane potential dye, choline EC20; CHT-expressing cells; stronger effect = higher value; LV-AA mutant CHT in HEK293 cells; B-score at 10 µM; 310,000 tested, 0.49% active; AID 488977, 2010;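 active means initial fluorescence not abnormally high and integrated response B-score, plate-corrected, over 3 SD above library mean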
Target sequence (Q9GZV3 whole entry, looked up): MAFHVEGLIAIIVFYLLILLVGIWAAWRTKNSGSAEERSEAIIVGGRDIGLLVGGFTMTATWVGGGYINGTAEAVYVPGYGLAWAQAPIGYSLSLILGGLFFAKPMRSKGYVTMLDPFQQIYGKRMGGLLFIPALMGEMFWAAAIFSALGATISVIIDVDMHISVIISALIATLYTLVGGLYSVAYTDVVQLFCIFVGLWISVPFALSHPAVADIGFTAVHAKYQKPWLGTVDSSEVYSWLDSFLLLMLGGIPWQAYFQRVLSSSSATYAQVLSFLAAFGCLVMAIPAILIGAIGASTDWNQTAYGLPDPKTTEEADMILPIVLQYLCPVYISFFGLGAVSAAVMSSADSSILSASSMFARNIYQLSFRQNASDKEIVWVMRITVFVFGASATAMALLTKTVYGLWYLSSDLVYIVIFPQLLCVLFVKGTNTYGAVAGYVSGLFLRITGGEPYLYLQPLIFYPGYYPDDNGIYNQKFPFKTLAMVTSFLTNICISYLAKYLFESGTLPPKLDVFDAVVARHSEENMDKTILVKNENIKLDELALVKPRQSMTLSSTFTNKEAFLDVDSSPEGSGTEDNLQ
CHT block: inhibitors of human choline transporter CHT. 310,000 tested, 0.86% active. B-score at 10 µM. CHT-expressing cells, membrane potential dye, choline response; stronger effect = lower value;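 active means B-score over 3 SD under the library average, and starting fluorescence ratio not unusually high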;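 further: choline stimulus applied at its EC90 after an EC20 pre-addition; B-score computed on integrated fluorescence ratio after choline addition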
* = called active by the depositor; i = inactive.

SMILES	CHT PAM	CHT block
O=C(CNc1cccc(S(=O)(=O)N2CCCC2)c1)Nc1cccc(Br)c1	i	i
COc1cc(C(=O)Nc2nccs2)c(Br)c(OC)c1OC	i	i
COc1ccc(Cl)cc1NC(=O)CN(C)C(=O)c1cc2ccccc2cc1OC	i	i
S=C(c1ccc(N2CCCC2)c(Br)c1)N1CCCCC1	i	i
Nc1nnc(-c2ccc(Cl)c(Cl)c2)s1	i	i
Cc1oc(-c2ccccc2)cc1C(=O)Nc1ccccc1	i	i
Cc1nn(C)cc1NC(=O)CCSc1nc(-c2ccco2)cc(C(F)(F)F)n1	i	i
Cc1cc(C)c(N(C(=O)CN2C(=O)c3ccccc3S2(=O)=O)C(C(=O)NCC2CCCO2)c2ccc(F)cc2)c(C)c1 (centres undefined)	i	i
O=C(NCc1ccccc1F)C1CCN(C(=O)Nc2ccc(F)cc2)CC1	i	i
Cc1cc(NS(=O)(=O)c2ccc(NC(=O)Cc3cccs3)cc2)no1	i	i
COc1ccccc1N1CCN(C(=S)Nc2ccccc2)CC1	i	i
COCc1cc(=O)n2c([nH]c3ccccc32)c1C#N	i	i
CCOc1ccc(CCNC(=O)c2cc3sccc3n2C)cc1OCC	i	i
COc1ccc(/C=N/NC(=O)c2nc(Cl)c(Cl)c(N)c2Cl)cc1COc1ccc(F)cc1F	i	i
O=C(CNC(=O)Cc1ccccc1)NCC(=O)N1CCN(C(c2ccccc2)c2ccccc2)CC1	i	i
COc1cc(/C=N/Nc2nc(C)cc(=O)[nH]2)cc(OC)c1O	i	i
O=[N+]([O-])c1cc(-c2nnc(Nc3ccc(O)cc3)c3ccccc23)ccc1N1CCOCC1	i	i
CCOC(=O)Nc1sc(C(=O)N(CC)CC)c(C)c1C(=O)OCC	i	i
O=C1CN(C(=O)c2ccccc2[N+](=O)[O-])C(c2ccccc2)c2cc(Br)ccc2N1 (centres undefined)	6.7*	i
COCCNCC(=O)NC12CC3CC(CC(C3)C1)C2	i	i
COc1ccc([N+](=O)[O-])cc1N(CC(O)CN1CCCCC1)S(=O)(=O)c1ccc(C)cc1 (centres undefined)	i	i
Cc1nn(CC(=O)N/N=C/c2cccs2)c(C)c1[N+](=O)[O-]	i	i
CC(C)(C)NC(=O)/C=C/c1ccc(C(F)(F)F)cc1	i	i
CCOc1cc(C(=O)OCC(=O)N(C)c2ccccc2)cc(OCC)c1OCC	i	i
CCOC(=O)c1c(N)sc(C(=O)N2CCCCC2)c1C	i	i
CCN=C1S/C(=C/c2ccc(-c3ccc(Cl)cc3C(=O)O)o2)C(=O)N1CC	i	i
CCN(c1ccccc1)S(=O)(=O)c1ccc(C(=O)Nc2nccs2)cc1	i	i
c1ccc(Oc2nc(NCc3ccco3)nc(NCc3ccco3)n2)cc1	i	i
Cc1ccc(OCC(=O)NNC(=O)C2CCN(c3nc(C)cc(C)n3)CC2)cc1	i	i
CCN(CC)C(=O)C12CC3CC(CC(Cl)(C3)C1)C2	i	i
Cc1cc(C(=O)COC(=O)Cn2c(C(F)(F)F)nc3ccccc32)c(C)n1Cc1ccco1	i	i
O=C(COC(=O)c1c(F)cccc1Cl)NC1CCCC1	i	i
Cc1cccc(N(C(=O)c2sc(C)nc2C)C(C(=O)NCC2CCCO2)c2ccccc2)c1 (centres undefined)	i	i
Cc1ccc(/C=N/N=C/c2ccc(C)s2)s1	i	i
O=C1NN(c2ccccc2)C(=O)/C1=C\c1ccccc1OCC(=O)N1CCOCC1	i	i
Cc1cccc(N(C(=O)c2csnn2)C(C(=O)NC(C)(C)C)c2cccnc2)c1 (centres undefined)	i	i
CC(C)/C(C=O)=C(/NC1CCCCC1)c1ccccc1	i	i
COc1ccc(N2C(=O)CC(N3CCN(C4CCc5ccccc5C4)CC3)C2=O)cc1 (centres undefined)	i	i
Cc1ccc(NC2=C(Cl)C(=O)N(C3CCCCC3)C2=O)cc1	i	i
CCOC(=O)N1CCN(C(=O)CSc2nc3c([nH]c4ccccc43)c(=O)n2CCOC)CC1	i	i
CC(=O)c1sc(NCCOc2ccc(C)cc2)nc1C	i	i
Cc1ccc(-c2c[n+](CC(=O)c3ccc(Br)cc3)c3n2CCCCC3)cc1	i	i
Cc1ccc(OCc2cc(C(=O)NC3CCCCC3)no2)cn1	i	i
CC(C)(O)C#Cc1ccc(C(=O)NCc2ccccc2F)cc1	i	i
Cc1cc(NC(=O)CCC(=O)N(c2ccccc2)C(C(=O)NC2CCCC2)c2ccncc2)no1 (centres undefined)	i	i
Cc1ccc(C)c(NC(=O)CN(C)C(=O)C2CCN(S(=O)(=O)c3ccc4c(c3)OCCO4)CC2)c1	i	i
Cc1cccnc1NC(=S)NC(=O)c1oc2ccccc2c1C	i	i
O=C(N/N=C/c1ccccc1)c1cc[n+]([O-])cc1	i	i
O=[N+]([O-])c1ccc(Cl)c(-c2ccc(/C=N/n3cnnc3)o2)c1	i	i
c1ccc(-c2csc(NNC3=NCCCCC3)n2)cc1	i	i

Remaining list, next part.
SMILES	CHT PAM	CHT block
Cc1ccc([N+](=O)[O-])cc1S(=O)(=O)NCCc1c(C)[nH]c2c(C)cccc12	i	i
CN(c1ccccc1)S(=O)(=O)c1cccc(C(=O)N2CCN(c3ccccn3)CC2)c1	i	i
O=C(Nc1ccc2c(c1)OCO2)c1c(F)c(F)c(F)c(F)c1F	i	i
O=C(O)CCC(=O)Nc1cccc2cccnc12	i	i
O=C(NC1CCCCCC1)C(=S)N1CCCC1	i	i
CCN(c1ccccc1)S(=O)(=O)c1ccc(C(=O)N(C)CCc2ccc(OC)c(OC)c2)cc1	i	i
Cc1nn(Cc2ccc(Cl)cc2)c(Cl)c1/C=N/NC(=O)CNc1ccccc1F	i	i
Cc1ccc2c(c1)C(=O)CCCCC(=O)N2	i	i
O=C1CCC/C(=N\NC(=O)c2ccc(NS(=O)(=O)c3ccc(Br)cc3)cc2)C1	i	i
COc1ccc(CC(=O)NCC(=O)NC(Cc2ccccc2)C(=O)O)cc1 (centres undefined)	i	i
CCOc1ccc(C2CC(c3cccc(C)c3)n3nc(N)nc3N2)cc1 (centres undefined)	i	i
CC(=O)C1=C(O)C(=O)N(CCc2c[nH]c3ccccc23)C1c1ccccc1 (centres undefined)	i	i
CCOc1ccc2nc(Cl)sc2c1	i	i
Cc1ccc2oc(=O)c3cnn(CC(=O)N4CCCCC4C)c3c2c1 (centres undefined)	i	i
Cc1ccc(NC(=O)c2ccc3nsnc3c2)c(C)c1	i	i
O=c1[nH]c(CS(=O)(=O)c2ccccc2)nc2ccccc12	i	i
Nc1c(C(=O)NCCN2CCOCC2)c2nc3ccccc3nc2n1-c1ccccc1	i	i
CCCn1nc(C(=O)NC2CCCc3ccccc32)c2ccccc2c1=O (centres undefined)	i	i
CC(C)C(OC(=O)CCC(=O)Nc1nccs1)C(=O)NC1CCCCC1 (centres undefined)	i	i
CCOC(=O)N1CCC(Nc2c(NCCCN(C)Cc3ccccc3)c(=O)c2=O)CC1	i	i
Cc1ccc(C(=O)NCc2ccc3c(c2)OCO3)cc1Cl	i	i
O=C(COc1cccc2cccnc12)Nc1ccccc1N1CCOCC1	i	i
S=C(NCc1ccc2[nH]c3c(c2c1)CCCC3)Nc1ccccc1Cl	i	i
O=C(CSc1nnc2c(n1)[nH]c1ccc(S(=O)(=O)N3CCOCC3)cc12)Nc1ccc(F)c(F)c1	i	i
Oc1c(N=NC(=S)Nc2ccccc2F)c2ccccc2n1Cc1cccc(Cl)c1	i	i
CCc1nnc(NC(=O)c2cccc(S(=O)(=O)N3CCCC3)c2)s1	i	i
O=C(Nc1ccc([N+](=O)[O-])c(NC(=O)c2cccnc2)c1)c1cccnc1	i	i
Cc1ccc(SCC(=O)NCCCN2CCOCC2)cc1	i	i
CCN(CC)C(=O)c1cc2c(=O)n3cccc(C)c3nc2n1C	i	i
Cc1ccc(/C=C2\S/C(=N/S(=O)(=O)c3cccs3)NC2=O)cc1	i	i
Cc1ccc(-n2c(C)nn(CC#N)c2=O)cc1	i	i
Cc1ccc(S(=O)(=O)Nc2ccncc2)c(C)c1	i	i
COc1ccc2cc(C(=O)C3CCCN(C(=O)c4sc(C)nc4C)C3)ccc2c1 (centres undefined)	i	i
Cc1c(C(=O)NCC2CCCO2)oc2ccc(S(=O)(=O)N3CCCC3)cc12 (centres undefined)	i	i
COc1ccc(/C(N)=N/OC(=O)CC2CCCCC2)cc1	i	i
COCCn1c(SCC(=O)Nc2ccc(OC)cc2)nnc1-c1ccoc1C	i	i
Cc1ccc(NC(=O)CCn2c(=O)[nH]c3ccsc3c2=O)cc1C	i	i
Cc1cc(C)n(-c2nc(NC(C)(C)C)nc(NC(C)(C)C)n2)n1	i	i
CCc1ccccc1NC(=O)c1ccccc1Sc1ccc([N+](=O)[O-])cc1Cl	i	i
Cc1ccc(OCc2cc(C(=O)NC(C)Cc3cnccn3)no2)cc1C (centres undefined)	i	i
COc1ccc(F)cc1C(=O)C1CCCN(C(=O)c2cccc(N(C)C)c2)C1 (centres undefined)	i	i
ClCC1=Nc2cccc3cccc(c23)N1	i	i
Nc1cc(=O)[nH]c(=O)n1CCc1ccccc1	i	i
Cn1nc(C(C)(C)C)cc1NC(=O)Nc1ccc(F)cc1F	i	i
Cn1nnnc1SCC(=O)Nc1ccc(Oc2ccccc2)cc1	i	i
COc1ccc(C(=O)N2N=C(c3ccc(NS(C)(=O)=O)cc3)CC2c2cccs2)cc1 (centres undefined)	i	i
Cc1cc(C)c(S(=O)(=O)N2CCN(S(=O)(=O)N3CCC(C)CC3)CC2)c(C)c1	i	i
CC(=O)NCC(=O)N(c1c(C)n(C)n(-c2ccccc2)c1=O)C1(C(=O)NC2CCCC2)CCCCC1	i	i
CCCOC(=O)/C(=C\C=C\c1ccccc1)NC(=O)c1ccccc1	i	i
CCOC(=O)CSc1nc(C2CC2)cc(-c2ccc(F)cc2)c1C#N	i	i

(more compounds)
SMILES	CHT PAM	CHT block
Cc1ccc(CCNC(=O)C2CC(=O)N(C3CCCCC3)C2)cc1 (centres undefined)	i	i
CN(C)C(=O)c1ccc(-c2n[nH]c(=O)c3ccccc23)cc1	i	i
COc1ccc(CNC(=O)COC(=O)Cc2ccsc2)cc1	i	i
COc1cccc(C(=O)NC2CC3CCCC(C2)N3CC(=O)Nc2ccccc2C(F)(F)F)c1 (centres undefined)	i	i
CCn1c(SCC(=O)N2CCOCC2)nnc1-c1cccs1	i	i
CC(C)[C@H](NC(=O)c1ccccc1Cl)C(=O)Nc1nc(-c2ccccn2)cs1	i	i
CCCn1c(SCC(=O)NC2CCCCC2)nnc1-c1ccccn1	i	i
Cn1nccc1C(=O)c1ccc(Cl)cc1	i	i
COc1cccc(OCCN2CCN(c3ncnc4c3cnn4-c3ccccc3)CC2)c1	i	i
CCC(=O)Nc1ccccc1N1CCN(c2ccc(F)cc2)CC1	i	i
Cc1cccc(C(=O)N2CCN(Cc3ccc4c(c3)OCO4)CC2)c1	i	i
Cc1ccc(-n2cnn(-c3ccc([N+](=O)[O-])cc3[N+](=O)[O-])c2=O)cc1	i	i
CC(C)C(O)(C#CCN1CCCCC1)C(C)C	i	i
CN1CCN(c2ccc([N+](=O)[O-])cc2C(=O)c2ccc(Br)cc2)CC1	i	i
O=S(=O)(c1ccc(F)cc1)n1ccc2cccnc21	i	i
Cc1c(CCOC(=O)c2ccc([N+](=O)[O-])cc2)sc[n+]1CC(=O)c1ccccc1	7.1*	i
CN(C)c1ccc(C2NC(=O)c3ccccc3N2)cc1 (centres undefined)	i	i
CCN(CC)c1ccc(/C=N/N=C(N)N)c(O)c1	i	i
Cc1ccc(NC(=O)NC2CCCCCCC2)cc1C	i	i
Cc1oc(-c2cccc(Cl)c2)nc1CN1CCCC(C(=O)NC(C)c2ccc3c(c2)OCCO3)C1 (centres undefined)	i	i
COc1ccc(/C=C/C(=O)OCC(=O)Nc2ccc(C)cc2)cc1S(=O)(=O)N1CCOCC1	i	i
CC(=O)OCc1nc2sc3c(c2c(=O)[nH]1)CCCC3	i	i
O=C(NCC(=O)N1CC(O)CC1C(=O)N1CCCC1C(=O)OCc1ccccc1)OCc1ccccc1 (centres undefined)	i	i
CCC(C(=O)OC)n1cnc2scc(-c3ccc(C)c(C)c3)c2c1=O (centres undefined)	i	i
Cc1ccc2c(c1)N(CC(=O)NCCCc1ccccc1)C(=O)c1cccnc1O2	i	i
CCCCNC(=O)Nc1ccnn1C1CCCCC1	i	i
Cc1nn(CC(=O)Nc2ccc(N3CCOCC3)cc2)c(C)c1Cl	i	i
COc1ccc(Cl)cc1C(=O)NNC(=O)CCNC(C)=O	i	i
O=C(Oc1cccc(NC2=NS(=O)(=O)c3ccccc32)c1)c1cccnc1	i	i
